NCI-60 one-dose screen, 48 h, at 10 µM unless noted. Numbers give growth in % (100 = growth as untreated, 0 = no growth, -100 = all killed).
TK-10: TK-10 renal cancer cells; 81,000 compounds, 3.9% hits
786-0: 786-0 renal cancer cells | 81,000 compounds, 5.1% hits | AID 1794775
SN12C: SN12C renal cancer cells | AID 1794767 | 81,000 compounds, 3.8% hits
OVCAR-5: OVCAR-5 ovarian cancer; 82,000 compounds, 2.9% hits
IGROV1: IGROV1 ovarian cancer. 79,000 compounds, 4.7% hits. AID 1794786
OVCAR-4: OVCAR-4 ovarian cancer cells. 80,000 compounds, 3.7% hits. AID 1794784
SK-OV-3: SK-OV-3 ovarian cancer cells; 80,000 compounds, 3.2% hits
UO-31: UO-31 renal cancer; 81,000 compounds, 5.2% hits
Starred values were filed as active, the others as inactive; · = not tested or not shown; & = joins results of further samples. The calls were made as follows: active = growth percent below 10; inactive = the rest.

SMILES	TK-10	786-0	SN12C	OVCAR-5	IGROV1	OVCAR-4	SK-OV-3	UO-31
N=C(N)c1ccc(-c2ccc(-c3ccc(Cl)c(Cl)c3)s2)cc1	109	-3.5*	14	15	-50*	-16*	95	54
CN1CCN(Cc2ccc(NC(=O)c3cncc(C#Cc4cnc(N)c5ccc(F)cc45)c3)cc2C(F)(F)F)CC1	24	-77*	13	45	0.2*	31	-4.2*	-3.9*
O=C1c2ccccc2CCC1(Br)Br	-11*	15	28	26	88	-27*	95	28
O=C1CC(O)(C(F)(F)C(F)(F)F)Oc2ccccc21 (stereo not given)	77	64	78	81	78	74	99	39
CN(C)CCCn1c2c(c3cc(-c4cccc(S(N)(=O)=O)c4)ccc3c1=O)C(=O)c1ccccc1-2	99	31	78	98	67	82	68	73
CCOC(=O)C1=C(C)N=C2Sc3ccccc3N2C1c1cn(-c2ccccc2)nc1-c1ccc(F)cc1 (stereo not given)	85	93	85	105	83	105	72	58
O=C(NCc1ccc(Cl)cc1Cl)C1CCC(=O)N1c1ccsc1 (stereo not given)	110	100	95	92	96	101	93	71
COc1ccc2c(c1)C=C1CCCCC3=Cc4cc(OC)ccc4OC13O2	93	96	103	112	98	111	110	90
N/C(=N/N=C\c1ccccc1Cl)N/N=C/c1ccccc1Cl	116	90	99	102	90	80	107	82
Cc1nc(N)[nH]c(=O)c1CCC#N	102	95	98	104	111	102	105	92
CCOC(=O)c1c[nH]c2c([N+](=O)[O-])cc(OC)cc2c1=O	138&134	105&128	87&91	123	78&89	84&110	98&105	69&91
Cc1cc(Cl)c(C)c(C)c1O	104	102	103	101	117	154	109	81
Cc1onc(-c2ccccc2)c1C(=O)Nc1sc(C(C)C)cc1C(N)=O	122	96	102	99	102	97	105	95
C=C(C)[C@@H]1CC[C@]2(C)CC[C@]3(C)[C@H](CC[C@@H]4[C@@]5(C)CC[C@H](O)C(C)(C)[C@@H]5CC[C@]43C)[C@@H]12	119	100	114	88	111	119	103	103
COc1ccc(C(=O)NC(=O)Nc2ccc3c(c2)NC(=O)/C3=C\c2[nH]c(C)c(C(=O)NCCN(C)C)c2C)c(F)c1	·	36	110	126	101	109	108	96
CS(=O)(=O)Nc1ccc2nc(NC(=O)Nc3cccc(Cl)c3)sc2c1	111	101	90	91	85	74	105	89
O=C(O)/C=C\C(=O)Nc1cccc(O)c1	91	94	105	106	101	109	96	79
Cc1ccc(/C=C2\SC(=S)N(CCC(=O)NCCN3CCOCC3)C2=O)cc1	103	108	92	103	104	86	87	83
c1cc[n+](Cc2c3ccccc3cc3c2ccc2ccccc23)cc1	78	38	0.9*	81	14	34	88	82
Cc1ccc(NC2=C3CCCCC3OC2=O)cc1 (stereo not given)	86	93	67	86	76	58	90	54
N#Cc1nnn(-c2ccc(S(N)(=O)=O)cc2)c1/N=C/c1ccc(Cl)cc1	93	94	101	109	107	106	90	99
Cc1cc(N=C2C=CC(=[N+](C)C)C=C2)c(N)cc1N	106	96	89	96	109	82	105	71
COc1ccc2[nH]cc(/C=N/Nc3ccc(Br)cn3)c2c1	54	-3.9*	24	55	10	53	66	11
CCCCCCCCCCCCCCCCNC(=O)Nc1ccc2ccccc2c1	110	104	90	111	101	113	101	104

Some of the entries so far, comma-delimited.
SMILES,TK-10,786-0,SN12C,OVCAR-5,IGROV1,OVCAR-4,SK-OV-3,UO-31
CN1CCN(Cc2ccc(NC(=O)c3cncc(C#Cc4cnc(N)c5ccc(F)cc45)c3)cc2C(F)(F)F)CC1,24,-77*,13,45,0.2*,31,-4.2*,-3.9*
O=C1c2ccccc2CCC1(Br)Br,-11*,15,28,26,88,-27*,95,28
O=C1CC(O)(C(F)(F)C(F)(F)F)Oc2ccccc21 (stereo not given),77,64,78,81,78,74,99,39
CN(C)CCCn1c2c(c3cc(-c4cccc(S(N)(=O)=O)c4)ccc3c1=O)C(=O)c1ccccc1-2,99,31,78,98,67,82,68,73
CCOC(=O)C1=C(C)N=C2Sc3ccccc3N2C1c1cn(-c2ccccc2)nc1-c1ccc(F)cc1 (stereo not given),85,93,85,105,83,105,72,58
O=C(NCc1ccc(Cl)cc1Cl)C1CCC(=O)N1c1ccsc1 (stereo not given),110,100,95,92,96,101,93,71
COc1ccc2c(c1)C=C1CCCCC3=Cc4cc(OC)ccc4OC13O2,93,96,103,112,98,111,110,90
N/C(=N/N=C\c1ccccc1Cl)N/N=C/c1ccccc1Cl,116,90,99,102,90,80,107,82
Cc1nc(N)[nH]c(=O)c1CCC#N,102,95,98,104,111,102,105,92
CCOC(=O)c1c[nH]c2c([N+](=O)[O-])cc(OC)cc2c1=O,138&134,105&128,87&91,123,78&89,84&110,98&105,69&91
Cc1cc(Cl)c(C)c(C)c1O,104,102,103,101,117,154,109,81
Cc1onc(-c2ccccc2)c1C(=O)Nc1sc(C(C)C)cc1C(N)=O,122,96,102,99,102,97,105,95
C=C(C)[C@@H]1CC[C@]2(C)CC[C@]3(C)[C@H](CC[C@@H]4[C@@]5(C)CC[C@H](O)C(C)(C)[C@@H]5CC[C@]43C)[C@@H]12,119,100,114,88,111,119,103,103
COc1ccc(C(=O)NC(=O)Nc2ccc3c(c2)NC(=O)/C3=C\c2[nH]c(C)c(C(=O)NCCN(C)C)c2C)c(F)c1,·,36,110,126,101,109,108,96
CS(=O)(=O)Nc1ccc2nc(NC(=O)Nc3cccc(Cl)c3)sc2c1,111,101,90,91,85,74,105,89
O=C(O)/C=C\C(=O)Nc1cccc(O)c1,91,94,105,106,101,109,96,79
Cc1ccc(/C=C2\SC(=S)N(CCC(=O)NCCN3CCOCC3)C2=O)cc1,103,108,92,103,104,86,87,83
c1cc[n+](Cc2c3ccccc3cc3c2ccc2ccccc23)cc1,78,38,0.9*,81,14,34,88,82
Cc1ccc(NC2=C3CCCCC3OC2=O)cc1 (stereo not given),86,93,67,86,76,58,90,54
N#Cc1nnn(-c2ccc(S(N)(=O)=O)cc2)c1/N=C/c1ccc(Cl)cc1,93,94,101,109,107,106,90,99
Cc1cc(N=C2C=CC(=[N+](C)C)C=C2)c(N)cc1N,106,96,89,96,109,82,105,71
COc1ccc2[nH]cc(/C=N/Nc3ccc(Br)cn3)c2c1,54,-3.9*,24,55,10,53,66,11
CCCCCCCCCCCCCCCCNC(=O)Nc1ccc2ccccc2c1,110,104,90,111,101,113,101,104

Additional entries:
SMILES	TK-10	786-0	SN12C	OVCAR-5	IGROV1	OVCAR-4	SK-OV-3	UO-31
O=C1CCN(C(=O)c2ccccc2)c2ccccc21	107	99	104	102	105	107	106	93
CCN(C(=O)N1CCN(c2cc3c(cc2F)c(=O)c(C(=O)O)cn3C2CC2)CC1)c1nc(-c2ccc(C)cc2)cs1	38	16	5.5*	22	6.4*	31	-10*	6.0*
O=C1C(N2CCN(c3ccccc3)CC2)=C(Cl)C(=O)c2ncccc21	123	105	58	107	70	66	91	15
COC(=O)c1nnn(-c2cccc(C(F)(F)F)c2)c1N	142	99	91	88	78	95	96	·
COc1cccc2c(=O)c3c(sc12)c(NCCN(C)C)nc1ccccc13	47	29	35	41	21	-14*	·	12
O=C(Nc1ccc(N2CCOCC2)cc1)c1cncnc1Nc1ccc2c(ccn2Cc2ccccn2)c1	90	74	91	98	102	85	101	71
O=S(=O)(NCCNc1nccc(-n2ccc3cccnc32)n1)c1ccc(Br)cc1	96	97	90	98	106	87	111	96
CC1=CC(O)=C(C#N)C(C)(C)C1(C#N)C(=O)O (stereo not given)	·	106	99	101	123	101	109	100
C[N+](C)(C)CC(=O)N/N=C\c1cccc2ccccc12	98	102	101	99	117	113	97	83
CCN1CCN(Cc2ccc(C(=O)Nc3nc4ccc(Oc5ccnc(C(=O)NC)c5)cc4s3)cc2C(F)(F)F)CC1	92	39	77	77	70	61	84	33
CN(C)CCCNc1c2ccccc2nc2c1oc1ccc(Cl)cc12	·	19	27	52	26	51	58	40
CCOC(=O)CC1=CSC2=NC3C(NN12)N(C)C(=O)N3C (stereo not given)	100	104	96	104	107	109	113	88
CCOc1ccc(NC(=O)N(O)C2(C#N)CCCCC2)cc1	111	105	108	101	125	107	98	99
CCCCCCCCCCCCCCCCSC(=O)CCl	·	107	104	97	105	112	115	99
NS(=O)(=O)N1CCCCC1	122	103	99	99	117	100	111	96
Cc1c(O)c(=O)ccn1-c1ccc(C=O)cc1	100	102	99	97	105	102	108	94
O=C(COc1ccc(Cl)cc1Cl)OCCCl	110	102	105	97	105	109	95	99
COc1ccc2c(c1)c(-c1ccc(-c3cn(C)c4ccc(OC)cc34)o1)cn2C	83	83	76	37	70	-42*	93	-8.3*
CCOC(=O)c1c[nH]c2c(Cl)c3c(cc2c1=O)[N+](=O)N=N3	109	108	115	88	88	96	102	78
O=C(COc1cc(O)c2c(=O)cc(-c3ccccc3)oc2c1)Nc1ccccc1	103	82	90	98	99	79	107	80
c1csc([C@H](CC2CCCCC2)c2ccc3ccccc3c2)c1	105	96	103	102	102	98	99	98
C=CC[C@H]1CCC2=C(/C(C)=C/C)N(S(=O)(=O)c3ccc(C)cc3)CCC[C@H]2O1	85	93	89	98	95	88	102	85
C=CCOc1ccc2c(C)cc(=O)oc2c1	92	109	115	113	113	·	117	115
O=C(CCBr)NCc1ccccc1	109	98	106	110	118	105	101	93
Cc1c(-c2ccccc2)nc(NCc2ccco2)c(C#N)c1C#N	95	89	86	88	69	77	105	56
Cc1nnc2n(N)c(=O)c3cnn(-c4ccccc4)c3n2c1=O	103	104	92	98	88	108	98	77
Cn1ncc(CC(=O)O)c1-n1nnc2ccccc2c1=O	101	99	90	94	114	100	116	89
C=C[C@@]1(C)CC(=O)[C@@H](C(C)(C)c2cn(C)c3ccc(Br)cc23)C[C@@H]1O[Si](C)(C)C(C)(C)C	98	97	98	106	112	94	115	94
O=c1ccc(=O)n(-c2nc(-c3cc4ccccc4oc3=O)cs2)[nH]1	122	78	92	112	73	97	96	51
O=c1cc(CF)[nH]c(=O)[nH]1	77	98	103	98	104	107	99	92
COc1cc(O)c(O)c2ccc3cc(O)c(O)cc3c12	77	98	91	104	109	112	84	95
CC1=C(CCC(C)N)C(C)(C)CCC1 (stereo not given)	79	82	92	90	90	98	87	79
Nc1nc(-c2cccc(Cl)c2)nn1C(=S)Nc1ccccc1	112	104	104	105	102	104	92	78
O=C(/C=C/c1cccc2ccccc12)OCc1ccc2cc1OCC#C/C=C\C#CCO2	99	102	119	116	95	96	96	91
CCOC(=O)COc1ccc(/C(CC)=C(/CC)c2ccc(OCC(=O)OCC)cc2)cc1	96	107	91	93	108	112	116	88
COc1ccc(-c2cc(-c3nnc(SCC(=O)Nc4ccc(/C(C)=N\O)cc4)o3)c3cc(OC)ccc3n2)cc1	81	58	69	111	73	96	112	79
CCCCC/C(C=C(C#N)C#N)=C/c1ccccc1	105	87	81	113	·	86	·	35
COc1cc(C(=O)/C=C/c2c(-c3cccs3)nc3ccccn23)cc(OC)c1OC	0.6*	0.5*	4.9*	18	13	13	3.6*	11
COc1cc2c(=O)n3c4c(cccc4c2cc1OC)CC3	116	86	101	87	·	89	110	100
OCCSC(=S)N1CCNCC1	101	99	114	99	109	102	107	90
C=CCc1c(C)cc(C)c(C)c1O	111	108	107	113	105	·	114	98
CCC1(c2ccccc2)C(=O)Nc2ccc(OC)cc21 (stereo not given)	100	102	101	110	130	103	112	90
CC(=C(C#N)C#N)c1ccc(F)cc1	127	96	95	112	102	104	102	89
Cc1c(C(=O)Nc2ccc(Cl)cc2)sc2c(=O)[nH]c(C(F)(F)F)nc12	82	84	100	129	76	·	95	70
COc1ccc2nc(Cl)c(-c3nc4ccccc4[nH]3)cc2c1	·	118	90	104	92	87	99	75
O=C(NNC(=O)c1cccc(Cl)c1)c1ccccc1	117	102	106	103	115	103	114	99
COc1cccc(C2Nc3ccccc3-n3cccc32)c1OC (stereo not given)	90	102	85	89	86	110	115	84
CCN(CC)Cc1nc2ccccc2c(=O)n1/N=C/c1ccc(OC)cc1	93	105	100	101	111	102	125	90

Looked up above.
Reading for COc1cccc(C2Nc3ccccc3-n3cccc32)c1OC (stereo not given) under IGROV1: 86
Reading for COc1ccc2nc(Cl)c(-c3nc4ccccc4[nH]3)cc2c1 under OVCAR-4: 87

Other compounds follow:
SMILES	TK-10	786-0	SN12C	OVCAR-5	IGROV1	OVCAR-4	SK-OV-3	UO-31
COc1ccc2nc3c(cc2c1)CSc1nnc(-c2ccc[nH]c2=S)n1N3	95	93	98	91	95	90	98	77
COc1ccc2c(O)c(/C=C3\N=Nc4ccccc43)oc2c1C[C@H]1CCNC[C@H]1F	65	58	45	35	63	58	69	45
CC(C)=CC1C(COC(=O)c2ccccc2)C1(C)C (stereo not given)	93	101	·	98	104	97	102	94
COc1ccc(-c2nn(-c3ccc(S(C)(=O)=O)cc3)cc2/C=N/O)cc1	124	105	99	101	106	113	108	97
CCN(CC)CCCC(C)Nc1ccnc2cc(Cl)ccc12 (stereo not given)	·	82	93	111	88	85	102	79

Assay outcomes (PubChem BioAssay)
